KDM4E inh: qHTS Assay for Inhibitors of Human Jumonji Domain Containing 2E (JMJD2E) | Lysine-specific demethylase 4E (Homo sapiens), B2RXH2 | JMJD2E catalytic domain, FDH-coupled NADH fluorescence (FDH is formaldehyde dehydrogenase) | Potency, µM (titrated, usually from 57.1 µM), without a hit: at the top dose activity change, negative = inhibition, most hits filed as inhibitors | 230,000 compounds, 1.6% hits | AID 2147, 2009; active = well fitted inhibition curve with a large enough effect, not every such curve was filed as active; inconclusive = small, poorly fitted or top-dose-only effect, or another doubt; inactive = no such curve, though single readings can be large or run the other way;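 note: 0% = wells with enzyme and -100% = buffer wells without enzyme; nearly all actives have a fitted effect of over 50% in size; many of its hits are not listed in these tables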
Target sequence (B2RXH2 1-337 limits assumed): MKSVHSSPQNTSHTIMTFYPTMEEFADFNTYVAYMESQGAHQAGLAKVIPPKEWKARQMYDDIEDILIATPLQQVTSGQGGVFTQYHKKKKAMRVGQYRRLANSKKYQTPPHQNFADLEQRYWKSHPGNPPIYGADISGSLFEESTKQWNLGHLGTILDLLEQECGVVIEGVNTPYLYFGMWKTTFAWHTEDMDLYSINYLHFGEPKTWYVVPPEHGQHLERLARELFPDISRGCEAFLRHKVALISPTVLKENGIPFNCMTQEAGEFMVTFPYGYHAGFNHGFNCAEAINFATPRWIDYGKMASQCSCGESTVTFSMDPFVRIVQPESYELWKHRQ
HttQ103 aggreg: qHTS Multiplex Assay to Identify Dual Action Probes in a Cell Model of Huntington: Aggregate Formation (GFP); PC12 HttQ103-GFP aggregates, Acumen cytometry, 40 h; Potency, µM (top dose mostly 46.1 µM), inactives show at the highest dose activity change, negative = inhibition, hits mostly inhibitors; 220,000 compounds, 1.1% hits; AID 1688, 2009; note: % is set by controls: 0 for no effect and ±100 for the full control effect; nearly all actives have a fitted effect of over 60% in size
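PC12/HTTQ103-GFP, ecdysone-inducible; teb 100 nM; cpd qHTS titration; GFP aggregates read on laser cytometer, Ex 488/Em 500-530 nm.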
SMN2 splice up: qHTS Assay for Enhancers of SMN2 Splice Variant Expression. HEK293 SMN2-luciferase splicing reporter, luminescence, 30-36 h. Potency, µM (titrated, usually from 46.1 µM), inactives show at the highest dose activity change, positive = activation, usual class: activators. 210,000 compounds, 2.8% hits. AID 1458, 2008; note: % of control where 0% means no effect; nearly all actives have a fitted effect of over 55% in size
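HEK293 cells carry an SMN2 minigene-luciferase reporter in which exon 7 inclusion puts luciferase in frame. Cells were seeded at 2000 cells/well, attached for 10-12 hours, then exposed to compounds for 30-36 hours at 37C before ONE-Glo luminescence.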
Tau fibril FP: qHTS for Inhibitors of Tau Fibril Formation, Fluorescence Polarization; AID 1468, 2008; 280,000 compounds, 0.39% hits; K18 P301L tau heparin fibrillization, Alexa594 FP, 6 h; Potency, µM (titrated, usually from 57.7 µM), for the others: at the highest dose activity, negative = inhibition, hits mostly inhibitors; note: % is set by controls: 0 for no effect and ±100 for the full control effect; nearly all actives have a fitted effect of over 55% in size
Target sequence (P10636 561-689 P618L limits assumed): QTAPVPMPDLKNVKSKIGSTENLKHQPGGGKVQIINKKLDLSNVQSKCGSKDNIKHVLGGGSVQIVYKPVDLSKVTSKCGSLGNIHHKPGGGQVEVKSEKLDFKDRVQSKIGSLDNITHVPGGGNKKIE
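Recombinant K18 P301L […], labeled with Alexa 594 at 0.24 uM over 15 uM unlabeled; heparin inducer 20 uM final; 37 C, 6 hr; FP endpoint.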
Tau fibril ThT: qHTS for Inhibitors of Tau Fibril Formation, Thioflavin T Binding; Microtubule-associated protein tau (Homo sapiens), P10636; recombinant tau K18 P301L, heparin-induced fibrillization, ThT fluorescence; Potency, µM (series often up to 57.4 µM), inactives show at the top dose activity, negative = inhibition, usual class: inhibitors; 270,000 compounds, 2.1% hits; note: % is set by controls: 0 for no effect and ±100 for the full control effect; nearly all actives have a fitted effect of over 55% in size
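Aggregation was driven by heparin (20 uM final) acting on recombinant tau […] bearing P301L in 100 mM sodium acetate pH 7; fibrils were detected with Thioflavin T.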
Tau fluor counter: Counterscreen qHTS for Inhibitors of Tau Fibril Formation, Fluorescence Polarization; 280,000 compounds, 0.93% hits; tau K18 P301L (four-repeat tau fragment) Alexa594 fluorescence, heparin fibrillization; Potency, µM (doses to about 57.7 µM), for inactives: top-dose activity change, negative = decrease; note: % is set by controls: 0 for no effect and ±100 for the full control effect; nearly all actives have a fitted effect of over 55% in size
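Human K18 P301L tau (15 uM unlabeled plus 0.24 uM Alexa 594-labeled, final) in 100 mM sodium acetate pH 7 was mixed with compound and 20 uM heparin and incubated 6 hr at 37 C.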
HTT cytoprotect: qHTS Multiplex Assay to Identify Dual Action Probes in a Cell Model of Huntington: Cytoprotection (ATP); PC12 HTT-Q103 induced, cytoprotection, ATP luminescence, 40 h; Potency, µM (series often up to 56.4 µM), for inactives: cytoprotection (ATP increase), usual class: activators; 230,000 compounds, 0.14% hits; AID 1471, 2008;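 note: % of control where 0% means no effect; nearly all actives have a fitted effect of over 45% in size; toxic huntingtin expression switched on by the ecdysone agonist tebufenozide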
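Quantitative HTS on tebufenozide-induced (100 nM) PC12 cells expressing HTTQ103 exon 1–GFP; compounds tested as a concentration series; survival measured via cellular ATP.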
ALDH1A1 block: qHTS Assay for Inhibitors of Aldehyde Dehydrogenase 1 (ALDH1A1). Purified ALDH1A1, NADH fluorescence, propionaldehyde substrate. Potency, µM (highest dose often 75.3 µM), for the others: at the top dose activity, negative = inhibition, usual class: inhibitors. 220,000 compounds, 7.3% hits; active = well fitted inhibition curve with a large enough effect, not every such curve was filed as active; inconclusive = small, poorly fitted or top-dose-only effect, or another doubt; inactive = no such curve, though single readings can be large or run the other way;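 note: plate controls were no enzyme wells and a reference inhibitor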
Target sequence (P00352 whole entry, looked up): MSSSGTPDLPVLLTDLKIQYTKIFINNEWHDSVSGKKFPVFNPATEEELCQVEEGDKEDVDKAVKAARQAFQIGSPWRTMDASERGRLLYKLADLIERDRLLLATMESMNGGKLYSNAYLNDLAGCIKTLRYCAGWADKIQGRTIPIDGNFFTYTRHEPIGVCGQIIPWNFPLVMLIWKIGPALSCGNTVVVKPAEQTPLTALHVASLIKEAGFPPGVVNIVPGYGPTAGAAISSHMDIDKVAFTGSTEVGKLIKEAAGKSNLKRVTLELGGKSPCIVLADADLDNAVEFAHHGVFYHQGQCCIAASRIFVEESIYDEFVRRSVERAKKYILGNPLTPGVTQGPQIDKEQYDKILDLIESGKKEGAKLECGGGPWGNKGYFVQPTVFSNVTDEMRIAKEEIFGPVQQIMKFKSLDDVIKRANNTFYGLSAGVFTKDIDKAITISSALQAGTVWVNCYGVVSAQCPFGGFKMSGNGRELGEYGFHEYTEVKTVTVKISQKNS
An asterisk follows results filed as active; u = inconclusive; x = not tested or not shown; & = joins results of further samples; [ ] = another dose, or the depositor's remark. Unless noted, calls come from the whole dose curve; as a rule, active = well fitted curve in the direction sought with a large enough effect; inconclusive = small, poorly fitted or top-dose-only effect, or another doubt; inactive = no such curve, though single readings can be large; an effect the other way counts as inactive or inconclusive. Potency is the fitted concentration of half-maximal effect. Only part of the results is shown; the hit share may differ from the screen's.

1	Cc1cc(C)cc(N(CC(=O)NC2CCC(C)CC2)S(=O)(=O)c2c(C)noc2C)c1 (stereo unspecified)
2	CN(C(=S)Nc1ccc(Oc2ccccc2)cc1)C1CCCCC1
3	OCC1O[C@H](O)C(Cl)C(O)C1O (stereo partly specified)
4	O=C(CN1CCN(S(=O)(=O)/C=C/c2ccccc2)CC1)NC(=O)NCc1ccco1
5	CC(C)(C)NC(=O)NC(=O)COC(=O)Cc1c(Cl)cccc1Cl
6	Cc1ccccc1CN1CCN(CC(=O)NCc2ccc3c(c2)OCO3)C1=O
7	CC(=O)NCCn1c(SCC(=O)NC2CCCCC2)nc2ccccc2c1=O
8	CCCOc1ccc(C(C)=O)cc1CC(C(N)=O)C(N)=O

assay / entry,1,2,3,4,5,6,7,8
KDM4E inh,6%,-1%,-5%,-9%,-14%,5%,11%,6%
HttQ103 aggreg,-5%,-6%,x,1%,-1%,10%,-3%,1%[1.84 µM]
SMN2 splice up,1%,-7%,-11%,11%,-5%,-17%,-1%,4%
Tau fibril FP,2%,5%,-1%,0%,4%,-7%,-2%,1%
Tau fibril ThT,-3%,-19%,-5%,-17%,-2%,0%,-9%,-7%
Tau fluor counter,-2%,u,-4%,-10%,-11%,-6%,-8%,-5%
HTT cytoprotect,-3%[10 µM],23%[10 µM],x,-21%[10 µM],-31%,-124%[inhibitor],-18%,-5%[10 µM]
ALDH1A1 block,-4%,-13%,3%,u,3%,13µM*,-13%,15%

9	O=C(NC1CCCCC1)N1CCN(c2ccccc2)CC1
10	C[C@@H](NC(=O)CN(c1ccccc1)S(=O)(=O)N(C)C)c1ccccc1
11	COc1ccc(Cl)cc1NC(=O)Cn1c(=O)n(Cc2cccs2)c(=O)c2cccnc21
12	CC(=O)c1cccc(Nc2nc(-c3ccccc3Cl)nc3ccccc23)c1
13	COc1cccc(-c2nnc(SCC(=O)N3CCCc4ccccc43)o2)c1
14	COc1ccc(/C=C2/SC(=S)N(c3ccc(S(=O)(=O)Nc4nccs4)cc3)C2=O)cc1
15	O=C1c2ccccc2C(=O)C1c1ccncc1
16	CCOC(=O)C1CCCCN1Cc1ccc(F)cc1 (stereo unspecified)

assay / entry,9,10,11,12,13,14,15,16
KDM4E inh,-8%,x,x,x,u,5%,-9%,u
HttQ103 aggreg,2%,x,x,x,u,21%[9.22 µM],-16%,-5%
SMN2 splice up,u,-11%,-6%,-22%,-25%,x,7.9µM*,-6%
Tau fibril FP,-3%,-1%,u,u,12%,-14%,9%,-5%
Tau fibril ThT,-3%,4%,4%,-6%,u,x,u,-7%
Tau fluor counter,0%,-1%,-17%,u,-9%,u,-4%,-10%
HTT cytoprotect,15%[10 µM],x,x,x,0%[10 µM],3%[10 µM],-95%[inhibitor],0%
ALDH1A1 block,3%,x,x,x,7.9µM*,x,-7%,2%

17	O=S(=O)(Nc1cccnc1)c1ccc(C2CCCCC2)cc1
18	N#Cc1cc2c(=O)n3ccccc3nc2n(-c2nnc(SCc3ccc(F)cc3)s2)c1=O
19	CC(C)(CO)N=Cc1c(O)[nH]c2ccccc12
20	O=C(Cc1ccccc1)Nc1ccccc1N1CCOCC1
21	CCN(Cc1ccncc1)Cc1cn(C)nc1-c1ccc(Oc2ccccc2)cc1
22	c1ccc(CCc2nc(-c3ccccc3)no2)cc1
23	Cn1cc(C=C2C(=O)Nc3cccnc32)c2ccccc21
24	Fc1ccc(-c2nc3cnccn3c2NC2CCCC2)cc1

assay / entry,17,18,19,20,21,22,23,24
KDM4E inh,1%,x,0%,4%,u,6%,x,-7%
HttQ103 aggreg,2.8µM*,x,-16%,3%,1%[9.22 µM],14%,x,-12%[9.22 µM]
SMN2 splice up,-82%[inhibitor],-1%,-14%,-16%,x,28%,x,x
Tau fibril FP,1%,-1%,-7%,4%,-2%,0%,7%,-6%[2.34 µM]
Tau fibril ThT,-1%,2%,-1%,-1%,u,-11%,10µM*,-7%
Tau fluor counter,-17%,-29%,-4%,-2%,-12%,-13%,u,-8%
HTT cytoprotect,7%[10 µM],x,7%,-20%,3%[10 µM],-6%,-49%[inhibitor],-10%[10 µM]
ALDH1A1 block,6%,x,6%,u,u,-1%,-5%,5%

25	COc1ccc(-c2noc(CCC(=O)NCc3cccnc3)n2)cc1
26	COc1cc(NC2c3ccccc3C(=O)N2Cc2ccccc2Cl)cc(OC)c1 (stereo unspecified)
27	CCOC(=O)c1c(-c2ccc(OC)cc2)csc1NC(=O)CCN1C(=O)c2ccccc2C1=O
28	CCN(CC)c1ccc(CNC23CN4CN(CN(C4)C2)C3)cc1
29	CC(=O)c1cc(-c2ccccc2)n(CC(=O)Nc2ccc(C)c(C)c2)c1C
30	CCn1cc(C(=O)OCC(=O)Nc2cc(OC)cc(OC)c2)c(=O)c2ccc(C)nc21
31	CCc1ccc(N(C(=O)c2csnn2)C(C(=O)NC(C)(C)CC)c2cccnc2)cc1 (stereo unspecified)
32	COc1cc(S(=O)(=O)N(Cc2cccs2)CC2CCCO2)ccc1-n1cnnn1 (stereo unspecified)

assay / entry,25,26,27,28,29,30,31,32
KDM4E inh,9%,-4%,-4%,-27%,0%,x,1%,1%
HttQ103 aggreg,-8%,0%[9.22 µM],11%,-27%,-6%,x,-12%,17%
SMN2 splice up,x,x,-19%,x,u,11%,u,-11%
Tau fibril FP,4%,-11%,-11%,-1%,-5%&-3%,-6%,7%,9%
Tau fibril ThT,-7%,u,u,u,-13%&-1%,-5%,-2%,-6%
Tau fluor counter,-4%,u,-23%,u,-13%&-11%,-2%,-3%,-5%
HTT cytoprotect,-20%,-5%[10 µM],-12%,-22%,15%[10 µM],x,-11%,-8%[10 µM]
ALDH1A1 block,14%,x,35µM*,5µM*,8%,x,u,-11%

33	Cc1ccc(C)c(NC(=O)CCC(=O)NNC(=S)Nc2ccccc2)c1
34	c1ccc2nc3c(nc2c1)CCc1nonc1-3
35	C=C(C)C(=O)Nc1cccc(C2=NOC3(C2)C[C@@H](C(N)=O)N(C(=O)C2(C)CC2)C3)c1 (stereo partly specified)
36	COCCNc1nc(-c2cc(-c3ccc(Cl)cc3)on2)cc(C(C)C)n1
37	Cc1nnc2sc(-c3ccc(-c4ccc(Cl)c(C(F)(F)F)c4)o3)nn12
38	CCc1ccc(S(=O)(=O)Nc2cccc(-c3ccc4nncn4n3)c2)s1
39	COC(=O)C1C(=O)C2=C(CC1C)NC(=O)CC2c1cccc(C)c1 (stereo unspecified)
40	COc1ccc(C(O)Cn2cc([N+](=O)[O-])nc2C)cc1 (stereo unspecified)

assay / entry,33,34,35,36,37,38,39,40
KDM4E inh,2%,-10%,-17%,u,u,1%,5%,3%
HttQ103 aggreg,6%,1%,-24%[9.22 µM],-23%[9.22 µM],6%,-22%,12%,2%[9.22 µM]
SMN2 splice up,24%,3%,x,x,-34%[inhibitor],-31%,-3%,x
Tau fibril FP,-8%,4%,0%,-1%,7%,-2%,-5%,2%
Tau fibril ThT,5%,-5%,6%,-3%,u,0%,-6%,-7%
Tau fluor counter,-6%,-4%,15%,-13%,-5%,-11%,-4%,-7%
HTT cytoprotect,x,2%,8%[10 µM],-5%[10 µM],-12%[0.074 µM],-23%,15%,17%[10 µM]
ALDH1A1 block,5%,11%,x,x,u,u,4%,x

4 entries from above, set out differently.
Values in the order: KDM4E inh	HttQ103 aggreg	SMN2 splice up	Tau fibril FP	Tau fibril ThT	Tau fluor counter	HTT cytoprotect	ALDH1A1 block
(34) c1ccc2nc3c(nc2c1)CCc1nonc1-3
 : -10%	1%	3%	4%	-5%	-4%	2%	11%
(28) CCN(CC)c1ccc(CNC23CN4CN(CN(C4)C2)C3)cc1
 : -27%	-27%	x	-1%	u	u	-22%	5µM*
(21) CCN(Cc1ccncc1)Cc1cn(C)nc1-c1ccc(Oc2ccccc2)cc1
 : u	1%[9.22 µM]	x	-2%	u	-12%	3%[10 µM]	u
(40) COc1ccc(C(O)Cn2cc([N+](=O)[O-])nc2C)cc1 (stereo unspecified)
 : 3%	2%[9.22 µM]	x	2%	-7%	-7%	17%[10 µM]	x

Further records:
41	CCN1CNC(=S)N(c2cccc(C)c2)C1
42	CCCCCCCCCCCCS(=O)(=O)CCC(=O)O
43	OCCN(Cc1ccccc1)Cc1ccccc1O
44	CCSC1=C(C#N)C(c2ccc(C)s2)CC(=O)N1 (stereo unspecified)
45	Cc1ccc(C2=NN(C(=O)CCl)C(c3cccs3)C2)o1 (stereo unspecified)
46	COC1=CC(=O)C(O)=C/C1=C\C=C\c1ccccc1
47	Cc1nc(CSc2nnc3scc(-c4ccc(Cl)cc4)n23)cs1
48	O=C(NCCc1cccs1)c1cccs1
49	O=C(Nc1cccc(C(F)(F)F)c1)c1cc2nc(-c3ccc4c(c3)OCO4)cc(C(F)(F)F)n2n1

assay / entry,41,42,43,44,45,46,47,48,49
KDM4E inh,0%,6%,u,2%,u,13µM*,7%,2%,x
HttQ103 aggreg,-7%[9.22 µM],2%[9.22 µM],6%[9.22 µM],-10%,u,x,-17%,2%,x
SMN2 splice up,x,x,2%,0%,x,-20%,-18%,u,-6%
Tau fibril FP,0%,4%,0%,2%,-7%,16µM*,2%,-3%,-9%
Tau fibril ThT,0%,-13%,0%,2%,u,7.9µM*,-4%,1%,-2%
Tau fluor counter,8%,-11%,-5%,-4%,-13%,u,-5%,-8%,-10%
HTT cytoprotect,2%[10 µM],15%[10 µM],-7%[10 µM],-4%,-25%[10 µM],x,-6%,6%,x
ALDH1A1 block,-1%,x,-12%,u,1.3µM*,13µM*,u,-1%,x
